CHT allo act = CHT positive allosteric modulators, primary screen, cell-based, membrane potential dye, choline EC20; B-score at 10 µM; CHT-expressing cells; active compounds read high; LV-AA mutant CHT in HEK293 cells; 310,000 tested, 0.49% active; High affinity choline transporter 1 (Homo sapiens), Q9GZV3; AID 488977, 2010;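 active means initial fluorescence not abnormally high and integrated response B-score, plate-corrected, over 3 SD above library mean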
Target sequence (Q9GZV3 whole entry, looked up): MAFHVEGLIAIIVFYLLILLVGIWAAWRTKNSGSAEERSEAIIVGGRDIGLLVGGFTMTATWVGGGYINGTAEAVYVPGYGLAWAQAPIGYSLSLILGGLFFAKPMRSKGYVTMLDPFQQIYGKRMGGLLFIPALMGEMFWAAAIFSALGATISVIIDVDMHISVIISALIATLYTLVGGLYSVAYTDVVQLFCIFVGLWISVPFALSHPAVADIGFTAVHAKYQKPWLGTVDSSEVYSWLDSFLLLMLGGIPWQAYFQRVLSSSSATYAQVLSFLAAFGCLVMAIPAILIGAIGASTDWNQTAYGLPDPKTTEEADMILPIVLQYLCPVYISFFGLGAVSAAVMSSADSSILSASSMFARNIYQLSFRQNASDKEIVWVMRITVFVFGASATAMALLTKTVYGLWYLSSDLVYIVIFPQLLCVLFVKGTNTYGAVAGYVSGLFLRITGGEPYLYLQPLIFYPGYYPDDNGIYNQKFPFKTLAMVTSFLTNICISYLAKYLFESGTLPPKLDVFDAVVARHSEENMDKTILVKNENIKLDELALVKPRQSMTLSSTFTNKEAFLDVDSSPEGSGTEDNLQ
STK33 inh = inhibitors of purified STK33 kinase, primary screen, biochemical, ADP-Glo luminescence, homogeneous, cell-free | 320,000 tested, 0.073% active | inhibition, % at 10 µM | Serine/threonine-protein kinase 33 (Homo sapiens), Q9BYT3 | MBP phosphorylation;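 active means inhibition at or above 25%, using the most active replicate where run in duplicate; inactive means inhibition below 25%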
Target sequence (Q9BYT3 whole entry, looked up): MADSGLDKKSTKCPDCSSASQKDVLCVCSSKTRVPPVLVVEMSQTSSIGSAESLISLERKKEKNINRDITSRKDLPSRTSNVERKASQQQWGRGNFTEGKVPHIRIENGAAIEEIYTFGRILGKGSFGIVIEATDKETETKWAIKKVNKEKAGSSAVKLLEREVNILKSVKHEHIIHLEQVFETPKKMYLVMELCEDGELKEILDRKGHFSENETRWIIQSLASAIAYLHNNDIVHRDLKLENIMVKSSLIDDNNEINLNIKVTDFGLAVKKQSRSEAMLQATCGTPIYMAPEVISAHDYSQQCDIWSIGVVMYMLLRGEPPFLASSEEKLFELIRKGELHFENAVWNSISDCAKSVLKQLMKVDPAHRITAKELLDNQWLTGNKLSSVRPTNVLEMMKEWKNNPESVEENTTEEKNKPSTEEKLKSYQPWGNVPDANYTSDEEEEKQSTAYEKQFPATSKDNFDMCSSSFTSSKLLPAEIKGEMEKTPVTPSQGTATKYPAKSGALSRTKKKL
CHT inh = inhibitors of human choline transporter CHT; B-score at 10 µM; CHT-expressing cells, membrane potential dye, choline response; active compounds read low; High affinity choline transporter 1 (Homo sapiens), Q9GZV3; 310,000 tested, 0.86% active;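 active means B-score over 3 SD under the library average, and starting fluorescence ratio not unusually high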;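 further: choline stimulus applied at its EC90 after an EC20 pre-addition; B-score computed on integrated fluorescence ratio after choline addition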
The depositor's hits bear a star; i = inactive.

Fields: CHT allo act	STK33 inh	CHT inh
1) Cc1cc(OCC(=O)N[C@@H](Cc2ccccc2)C(=O)O)c2c3c(c(=O)oc2c1)CCCC3
  i	-1.3	i
2) CCOC(=O)c1ccccc1C(=O)OCC
  i	-1.1	i
3) CC(C)CCOC(=O)c1c(N)n(CC2CCCO2)c2nc3ccccc3nc12 (stereo not drawn)
  i	0.0	i
4) CCCc1[nH]nc2c1C1(C(=O)N(CC(N)=O)c3ccccc31)C(C(=O)OC)=C(N)O2 (stereo not drawn)
  i	-1.5	i
5) COC(=O)C1=C(c2cccc(OC)c2OC)C[C@@H]2CC[C@H]1N2C(=O)N1CCC(O)CC1
  i	0.4	i
6) COc1ccc(CCC(=O)N2CCC3(CC2)OCCO3)cc1
  i	0.2	i
7) COc1ccc(CCC(C)NCCc2ccccc2)cc1 (stereo not drawn)
  i	-1.3	i
8) CC/C(=N\Nc1ccccc1)c1c(O)n(-c2ccc(OC)cc2)c(=O)[nH]c1=O
  i	-0.9	i
9) CC(C)N1C(=O)NC(=O)C2(Cc3cc([N+](=O)[O-])ccc3N(C)C2c2ccccc2)C1=O (stereo not drawn)
  i	2.0	i
10) Cc1c(Oc2cc(NN3CCCCC3)c([N+](=O)[O-])cc2[N+](=O)[O-])cccc1[N+](=O)[O-]
  i	0.4	i
11) Cc1ccsc1C(=O)C1CCCN(Cc2cnn(C)c2)C1 (stereo not drawn)
  i	0.6	i
12) CC(C)(C)NC(=O)C1CC2CCCCC2CN1 (stereo not drawn)
  i	-0.9	i
13) O=[N+]([O-])c1ccc(N2CCCC2)c2ncccc12
  i	3.9	i
14) COc1c2c(cc3c1OCO3)CC[N+](C)=C2
  9.22*	-1.7	i
15) Cc1nn(Cc2ccccc2Cl)c(C)c1C(=O)OCC(=O)NC1CCS(=O)(=O)C1 (stereo not drawn)
  i	-1.8	i

More entries follow.
Fields: CHT allo act	STK33 inh	CHT inh
16) O=c1c2ccccc2nc(C[n+]2ccccc2)n1-c1cccc(C(F)(F)F)c1
  i	-0.6	i
17) COc1ccc(-n2c(O)c(/C(C)=N/N3CCCCCC3)c(=O)[nH]c2=O)cc1
  i	-0.8	i
18) O=C1CN=C(c2cccs2)c2c(sc3c2CCCC3)N1
  i	-1.7	i
19) COc1cccc(NP(=O)(Oc2ccc(Cl)cc2)Oc2ccc(Cl)cc2)c1
  i	-2.1	i
20) Cc1ccc(-c2nc3ccccc3c(=O)n2-c2nccs2)cc1
  i	0.1	i
21) CC[C@H]1CN2CCC1C[C@H]2[C@H](O)c1ccnc2ccc(OC)cc12 (stereo partly drawn)
  i	-0.6	i
22) Oc1ccc(C2=CCNCC2)cc1O
  i	-1.9	i
23) N#Cc1c(/N=C/c2c(O)n(Cc3ccco3)c(=O)[nH]c2=O)sc2c1CCCC2
  i	-1.0	i
24) Cc1cccc(N2C(=O)NC(=O)/C(=C\c3cnn(-c4ccccc4)c3)C2=O)c1
  i	-0.7	i
25) N#Cc1ccccc1Cn1cc(C(=O)c2cccs2)c2ccccc21
  i	-0.9	i
26) Cc1ccccc1NC(=S)NC(NC(=O)CF)C(Cl)(Cl)Cl (stereo not drawn)
  i	0.3	i
27) c1ccc(C2CN3CCC2CC3)cc1 (stereo not drawn)
  i	-1.5	i
28) COc1ccc(NC(c2ccccc2F)P(=O)(Oc2ccccc2)Oc2ccccc2)cc1 (stereo not drawn)
  i	0.2	i
29) Oc1ccc2ccccc2c1CN1CC=C(c2ccccc2)CC1
  i	-1.2	i
30) O=c1c2ccccc2nc(-c2ccco2)n1-c1nccs1
  i	0.7	i

(cont.)
Fields: CHT allo act	STK33 inh	CHT inh
31) CC(Cc1ccccc1)NC(=O)/C=C/c1ccc(Cl)cc1 (stereo not drawn)
  i	-0.8	i
32) COc1ccc(Oc2c(C)oc3cc(OC(=O)N(C)C)ccc3c2=O)cc1
  i	-1.0	i
33) CC1=C(C(=O)Nc2ccccc2)S(=O)(=O)CCO1
  i	-0.1	i
34) CCOC(=O)C1C2c3ccccc3O[C@@]1(C)N=C1SCC(=O)N12 (stereo partly drawn)
  i	-0.7	i
35) Cc1c2cnn(CC(=O)N3CCC4(CC3)OCCO4)c(=O)c2c(C)n1Cc1ccccc1Cl
  i	1.5	i
36) COc1ccc(OC)c(-n2c(O)c(/C=C3\C=Nc4ccccc43)c(=O)[nH]c2=O)c1
  i	2.0	i
37) COc1cc(/C=C/c2nc3ccccc3c(=O)n2-c2cccc(O)c2)ccc1O
  i	0.8	i
38) CCCCCCC(=O)N/N=C/c1c(O)n(C2CC2)c(=S)[nH]c1=O
  i	-1.4	i
39) CC(=O)c1ccc(OC(NC(=O)c2ccco2)C(Cl)(Cl)Cl)cc1 (stereo not drawn)
  i	-0.7	i
40) CN1CC=C(c2c[nH]c3ccccc23)CC1
  i	-0.4	i
41) CN1CCN(c2cc(N3CCCCCC3)c(F)cc2[N+](=O)[O-])CC1
  i	0.2	i
42) OC(c1ccncc1)(c1ccc(F)cc1)c1ccc(F)cc1
  i	-1.2	i
43) COc1ccccc1[As](=O)(O)CC(O)COc1ccc(Cl)cc1Cl (stereo not drawn)
  i	-0.4	i
44) COc1ccc(-c2nc3ccccc3c(=O)n2-c2nccs2)cc1
  i	-0.6	i
45) c1ccc(CN2CCN(Cc3ccc4c(c3)OCCO4)CC2)cc1
  i	-1.6	i

The listing continues:
Fields: CHT allo act	STK33 inh	CHT inh
46) O=C(CN1CCOCC1)Nc1ccc(Br)cc1C(=O)c1ccccc1
  i	-0.9	i
47) CCOP(=O)(Cc1ccc(C(=O)CC)o1)OCC
  i	1.1	i
48) CC(=NC1CCN(Cc2ccccc2)CC1)c1c(O)n(C)c(=O)n(C)c1=O
  i	-0.6	i
49) CC(C)CCN1CCN(Cc2c(F)cccc2Cl)CC1CCO (stereo not drawn)
  i	-1.2	i
50) COc1cc(OC)c(OC)cc1/C=C1\C(=O)NC(=O)N(Cc2ccccc2)C1=O
  i	1.4	i
51) Oc1ccccc1CN(CCc1ccccc1)Cc1ccccc1
  i	0.2	i
52) CCN(CC)CCN=Cc1c(O)n(CCc2ccccc2)c(=O)[nH]c1=O
  i	0.4	i
53) C=CCn1c(O)c(C(C)=NC2CCN(Cc3ccccc3)CC2)c(=O)[nH]c1=O
  i	-1.6	i
54) COc1ccc(Cn2c(N)c(C(=O)NCc3ccco3)c3nc4ccccc4nc32)cc1OC
  i	-0.9	i
55) Cc1ccc2c(c1)=NC(=O)/C(=C/c1c(O)[nH]c(=O)[nH]c1=O)C=2
  i	-2.0	i
56) c1cnc(N2CCNCC2)nc1
  i	-2.1	i
57) Cc1ccsc1C(=O)C1CCCN(Cc2ccc(O)cc2)C1 (stereo not drawn)
  i	-0.7	i
58) COc1ccc(CNC(=O)CCC(=O)N2C[C@H]3C[C@H](C2)c2cccc(=O)n2C3)cc1
  i	-0.3	i
59) Cc1c(N=Cc2c(O)n(Cc3ccc(F)cc3)c(=O)[nH]c2=O)c(=O)n(-c2ccccc2)n1C
  i	-0.1	i
60) COC(=O)C1=C(c2cccc(OC)c2OC)C[C@@H]2CC[C@H]1N2C(=O)NCc1ccc(C(F)(F)F)cc1
  i	-1.0	i

Next section
Fields: CHT allo act	STK33 inh	CHT inh
61) COc1ccc2ccccc2c1CNCCc1ccccc1
  i	-0.7	i
62) COc1cccc(N2C(=O)/C(=C/c3ccc(C)o3)C(=O)NC2=S)c1
  i	-1.6	i
63) FC(F)(F)c1cccc(NC2=NCCCS2)c1
  i	-1.8	i
64) CC(C)c1onc(C(=O)N2CCC3(CC2)OCCO3)c1[N+](=O)[O-]
  i	0.7	i
65) CN1CCN(c2ccc(C(N)=O)cc2[N+](=O)[O-])CC1
  i	-0.9	i
66) Nc1cc(C(=O)Nc2ccc(Cl)cc2)ccc1N1CC2CC(C1)c1cccc(=O)n1C2 (stereo not drawn)
  i	-0.2	i
67) C#CC1(O)CCC2C3CCC4=C/C(=N/OCC(=O)NCC(=O)NC(C(=O)O)C(C)C)CC[C@]4(C)C3CC[C@@]21C (stereo partly drawn)
  i	-0.4	i
68) Cn1c(=O)cc(OCC(=O)N2CCC3(CC2)OCCO3)c2ccccc21
  i	0.1	i
69) OCCNCCc1c[nH]c2ccc(OCc3ccccc3)cc12
  i	-1.5	i
70) O=c1c2ccccc2nc(-c2ccccc2Cl)n1-c1ccc(O)cc1
  i	-0.3	i
71) Fc1cccc(F)c1-c1nc(-c2ccc(Cl)cc2)no1
  i	-0.9	i
72) C=C1C(O)(c2ccccc2)C2CC[N+]1(C)CC2 (stereo not drawn)
  i	-0.7	i
73) CCC(C)n1c(O)c(/C=N/N2CCOCC2)c(=O)[nH]c1=S (stereo not drawn)
  i	-1.0	i
74) C[C@]12CC[C@H](O)CC1=CC[C@@H]1[C@@H]2CC[C@@]2(C)[C@H]1CC[C@]2(C)O
  i	-0.4	i
75) CC(C)N1C(=O)/C(=C/C=C/c2ccco2)C(=O)N(Cc2ccco2)C1=O
  i	-1.2	i

The list continues:
Fields: CHT allo act	STK33 inh	CHT inh
76) CCN(CC)c1ccc(/C=C2\C(=O)NC(=S)N(C)C2=O)o1
  i	0.4	i
77) C=C1N2CCC(CC2)C1(O)c1ccc(C)cc1 (stereo not drawn)
  i	0.4	i
78) C/C(Cl)=C/CC1(CN2CCCC2=O)C(=O)NC(=O)NC1=O
  i	-1.3	i
79) Cc1oc(-c2cccs2)nc1CSCC(=O)N1CCC2(CC1)OCCO2
  i	0.0	i
80) O=C(Nc1cccc(Cl)c1)N1C[C@H]2C[C@@H](C1)c1cccc(=O)n1C2
  i	-0.6	i
81) O=S1(=O)CC2(N3CCOCC3)CCCCC21 (stereo not drawn)
  i	0.3	i
82) O=P(OCC(F)(F)C(F)F)(N1CCCCC1)N1CCCCC1
  i	0.4	i
83) CC(=O)OCC(=O)[C@H]1CC[C@H]2[C@@H]3CC[C@H]4C[C@H](O)CC[C@]4(C)[C@H]3C(=O)C[C@]12C
  i	-4.1	i
84) COc1cc(CNCCc2c[nH]c3ccccc23)cc(OC)c1
  i	-0.1	i
85) CCOC(=O)C1CCN(/C=C2/C(=O)NC(=O)N(c3ccc(OCC)cc3)C2=O)CC1
  i	4.6	i
86) CC(=NCc1ccc2c(c1)OCO2)c1c(O)n(-c2ccccc2)c(=O)[nH]c1=O
  i	-0.7	i
87) C/C(=N\NC(=O)c1ccccc1O)c1c(O)n(C2CCCCC2)c(=O)[nH]c1=O
  i	-1.9	i
88) CN1CCN(c2ccc3nccnc3c2)CC1
  i	0.8	i
89) Cc1ccc2cccc(OC(=O)N(C)c3ccccc3)c2n1
  i	-0.7	i
90) Cc1ccc(/C=C2/C(=O)NC(=O)N(C)C2=O)cc1
  i	-0.7	i

Carrying on.
Fields: CHT allo act	STK33 inh	CHT inh
91) CCn1c(O)c(N=Nc2cccc(S(=O)(=O)N3CCOCC3)c2)c(=O)n(CC)c1=S
  i	0.4	i
92) Nc1ccc(N2CCN(Cc3ccccc3Cl)CC2)c(Cl)c1
  i	0.2	i
93) CCOc1ccc(C(C)=O)cc1Cc1c(O)[nH]c(=S)[nH]c1=O
  i	-0.9	i
94) C=CCN1C(=O)NC(=O)/C(=C/c2ccc(OC)c(CSc3ccccn3)c2)C1=O
  i	0.3	i
95) COP(=O)(Cc1ccc(C#N)o1)OC
  i	-2.6	i
96) CCOP(=O)(OCC)C(NC(=O)c1cccc(C)c1)C(Cl)(Cl)Cl (stereo not drawn)
  i	-0.6	i
97) CCC1(CC)C(=O)NC(=Nc2cccc(C(F)(F)F)c2)NC1=O
  i	-0.1	i
98) O=C(c1cccn2c(=O)c3ccc(Cl)cc3nc12)N1CCC2(CC1)OCCO2
  i	0.4	i
99) CN(C)CCc1nn[nH]n1
  i	-0.4	i
100) Cc1ccc(S(=O)(=O)N[C@@H](CCCCN)C(=O)CCl)cc1
  i	1.2	i
101) COc1ccc(C2SCC(=O)Nc3c2c(=O)[nH]n3C2CCCCC2)cc1 (stereo not drawn)
  i	0.5	i
102) Cc1ccc(C2NC(=S)NC(c3ccc(C)cc3)C23C(=O)NC(=O)NC3=O)cc1 (stereo not drawn)
  i	-3.6	i
103) COc1ccccc1CN1CCCC(C(=O)c2ccccc2SC)C1 (stereo not drawn)
  i	-0.6	i
104) C#CCNc1ccncc1S(=O)(=O)NC(=O)NC(C)C
  i	-1.4	i
105) Cc1cc(OCC(=O)N[C@H](C(=O)O)c2ccccc2)c2c3c(c(=O)oc2c1)CCC3
  i	0.9	i

(cont.)
Fields: CHT allo act	STK33 inh	CHT inh
106) Cc1ccc2c(c1)CCCN2N=O
  i	0.1	i
107) CSc1ccccc1C(=O)C1CCCN(Cc2cccc(C)n2)C1 (stereo not drawn)
  i	-1.2	i
108) O=c1[nH]c(=S)n(C2CC2)c(O)c1C=NCCN1CCOCC1
  i	0.0	i
109) CCN1CCN(c2ccc(N)c(C)c2)CC1
  i	0.5	i
110) CN1CCN(Cc2nc3ccccc3n2C)CC1
  i	-0.2	i
111) COc1cccc(CNCCc2ccc3c(c2)OCO3)c1OC
  i	-1.7	i

Whole records as entered above:
Profile of Cc1ccc2c(c1)CCCN2N=O = CHT allo act: i; STK33 inh: 0.1; CHT inh: i
Profile of CCN1CCN(c2ccc(N)c(C)c2)CC1 = CHT allo act: i; STK33 inh: 0.5; CHT inh: i
Profile of CSc1ccccc1C(=O)C1CCCN(Cc2cccc(C)n2)C1 (stereo not drawn) = CHT allo act: i; STK33 inh: -1.2; CHT inh: i

Assay outcomes (PubChem)

Only part of the results is shown (hit frequency here may not be typical).
